Source: PubChem BioAssay
MC4R antagonist – blocks human MC4R cAMP signaling; MC4R-expressing cells, MTII-stimulated cAMP, LANCE TR-FRET; inhibition, % at 6.5 µM; AID 540295; P32245; hit rate 0.48% among 360,000;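 active = inhibition above its plate's cutoff, the mean of tested wells on that plate plus 3 SD, cut at about 29% in these data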;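 note: 0% = Melanotan II alone and 100% = Melanotan II plus saturating MCL0020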
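System: U2OS-MC4R stable cell line; Technique: Eu-cAMP/anti-cAMP TR-FRET, emission 671 nm; Repeats: single well per compound; Also added: Melanotan II; Dosing: one concentration, 6.5 µM nominal; Schedule: 30-min compound, 1-h challenge, 1-h detection, room temperature.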
Exocytosis inh – lytic granule exocytosis inhibition; hit rate 0.66% among 360,000; inhibition, % at 10 µM; TALL-104 LAMP-1 surface exposure, flow cytometry; cells stimulated with thapsigargin and PMA;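 active = inhibition above about 55%, limit read from the data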
ABHD5-PLIN5 inh – ABHD5-PLIN5 protein interaction inhibition. Q00G26+Q8WTS1. Split G. princeps luciferase complementation, luminescence, 4 h. inhibition, % at 4 µM. hit rate 0.78% among 360,000. AID 602281;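 active = inhibition above the mean inhibition across every tested compound plus 3 SD, cut at about 22% in these data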;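 note: 0% = DMSO only wells and the 100% control is not disclosed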
aDG glyco up – alpha-DG glycosylation activation | Pro5-aDG cells, alpha-DG glycosylation AlphaScreen (IIH6); 0% Pro5, 100% B10-LARGE cell signal | activation, % at 10 µM | hit rate 0.22% among 360,000 | AID 624168;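 active = activation of at least 8% versus controls, or a plate z-score of at least 8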;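 note: Pro5 are CHO cells carrying HIG-tagged alpha-DG that lacks glycosylation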
TLR9-MyD88 inh – TLR9-MyD88 interaction inhibition. Q9NR96+Q99836. CHO BLA complementation TLR9-MyD88, CCF4 FRET ratio. inhibition, % at 4.98 µM. hit rate 0.21% among 340,000. AID 504734;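 active = inhibition above the mean over all tested compounds plus 3 SD, cut at about 21% in these data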;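 note: 0% = DMSO only wells and 100% = clavulanate BLA inhibitor control wells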
Target sequence (Q99836 whole entry, looked up): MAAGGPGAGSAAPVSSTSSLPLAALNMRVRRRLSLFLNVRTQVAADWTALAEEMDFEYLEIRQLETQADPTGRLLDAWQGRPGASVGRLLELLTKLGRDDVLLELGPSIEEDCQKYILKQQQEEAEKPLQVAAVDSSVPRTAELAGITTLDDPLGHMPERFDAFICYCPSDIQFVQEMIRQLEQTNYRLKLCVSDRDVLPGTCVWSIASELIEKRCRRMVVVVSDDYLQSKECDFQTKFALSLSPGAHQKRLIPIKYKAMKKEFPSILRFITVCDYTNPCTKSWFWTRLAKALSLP
Target sequence (Q9NR96 whole entry, looked up): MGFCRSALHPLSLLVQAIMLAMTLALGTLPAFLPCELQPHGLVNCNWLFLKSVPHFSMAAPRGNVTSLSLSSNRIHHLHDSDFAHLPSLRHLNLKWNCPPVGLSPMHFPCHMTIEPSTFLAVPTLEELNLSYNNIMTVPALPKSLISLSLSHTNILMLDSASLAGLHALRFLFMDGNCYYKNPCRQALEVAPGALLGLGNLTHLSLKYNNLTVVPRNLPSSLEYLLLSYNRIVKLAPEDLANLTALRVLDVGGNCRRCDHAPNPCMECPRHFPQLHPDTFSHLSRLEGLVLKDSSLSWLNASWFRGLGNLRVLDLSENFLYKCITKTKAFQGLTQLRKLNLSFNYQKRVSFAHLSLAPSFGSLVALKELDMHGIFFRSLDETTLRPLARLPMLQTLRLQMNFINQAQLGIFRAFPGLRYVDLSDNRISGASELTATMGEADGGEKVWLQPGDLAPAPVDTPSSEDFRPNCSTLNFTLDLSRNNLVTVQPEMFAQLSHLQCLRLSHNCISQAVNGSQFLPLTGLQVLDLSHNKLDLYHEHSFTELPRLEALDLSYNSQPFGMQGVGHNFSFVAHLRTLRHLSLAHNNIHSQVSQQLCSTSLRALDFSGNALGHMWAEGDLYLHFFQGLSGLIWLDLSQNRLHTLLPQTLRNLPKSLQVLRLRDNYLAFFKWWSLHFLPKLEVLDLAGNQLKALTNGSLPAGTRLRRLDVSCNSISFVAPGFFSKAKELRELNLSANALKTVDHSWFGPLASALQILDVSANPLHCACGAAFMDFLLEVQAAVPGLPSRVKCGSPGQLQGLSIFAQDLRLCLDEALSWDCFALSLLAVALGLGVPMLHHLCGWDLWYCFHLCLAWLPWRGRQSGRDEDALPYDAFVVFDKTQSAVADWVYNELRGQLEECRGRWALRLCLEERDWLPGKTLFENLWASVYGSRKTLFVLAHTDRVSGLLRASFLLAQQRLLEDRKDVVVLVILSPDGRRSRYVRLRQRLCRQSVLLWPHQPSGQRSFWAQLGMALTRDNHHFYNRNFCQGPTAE
MC4R ag barr – human MC4R agonism via beta-arrestin. P32245. U2OS MC4R beta-arrestin complementation, luminescence; percent of melanotan II response, DMSO zero. activation, % at 8.9 µM. hit rate 0.98% among 360,000. AID 540308;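 active = activation above a per-plate cutoff, the mean activation of sample wells on that plate plus 3 SD, cut at about 8% in these data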
NOD2-RIPK2 inh – inhibitors of human NOD2-RIPK2 interaction; CHO BLA complementation NOD2-RIPK2, CCF4 ratio; inhibition, % at 4.98 µM; hit rate 0.38% among 360,000; in the data active = inhibition above about 21%;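 note: 0% = vehicle only and 100% = reference blocker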
Vif imaging – inhibitors of HIV Vif. HEK293T cells, Vif self-association by quenched fluorescence, imaging, 24 h. inhibition, % at 7.49 µM. hit rate 0.35% among 340,000; in the data active = inhibition above about 50%, passing the limit was not always enough; note: some results filed as inactive read as strong as hits
N-glyco inh – blocks N-linked glycosylation in D54 reporter cells | D54 ERlucT glycosylation luciferase reporter, 24 h; percent of 100 nM tunicamycin response | reporter increase, % at 12.5 µM | hit rate 0.23% among 360,000 | AID 588692;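 active = mean luciferase reporter signal, scaled so untreated is 0 and the glycosylation-blocking control 100, at or above a set limit in every replicate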;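 note: luciferase carries N-glycosylation sites so blocking glycosylation raises the light; 0% = median of neutral control wells and 100% = median of 100 nM tunicamycin wells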
ABCB6 inh 2 – inhibitors of human ABC transporter ABCB6. Q9NP58. K562-ABCB6 porphyrin accumulation, flow cytometry, 1 h; hits give low values. fluorescence ratio to DMSO, % at 10 µM. hit rate 0.19% among 360,000;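 active = fluorescence ratio to DMSO below 75%, the collection mean minus 3 SD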;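 note: signal is porphyrin accumulated inside mitochondria; 100% equals median channel fluorescence of DMSO control wells; lower ratio means ABCB6 inhibition with less porphyrin fluorescence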
* marks the source's active call; other numbers are inactive results; nt = no result given. These rows are one share of the data, so the mix of outcomes need not match the whole.

Compound,TLR9-MyD88 inh,NOD2-RIPK2 inh,MC4R antagonist,ABCB6 inh 2,aDG glyco up,N-glyco inh,Exocytosis inh,Vif imaging,MC4R ag barr,ABHD5-PLIN5 inh
C1CCC(n2nnnc2CN2CCN(C3CCCC3)CC2)CC1,3,-8,-3,104,-0.3,-1,0,14,1.0,1
CCOC(=O)C1=C(C)NC(SC)=NC1c1ccc(OC)cc1 (configuration not stated),4,-7,15,83,-0.3,1,-1,nt,1.3,2
CCOC(=O)c1ccc(Nc2nnc3nc(C)cc(C)n23)cc1,8,4,-1,104,0.5,-2,1,2,-2.1,-1
Cc1ccc(C(C(=O)NC2CCCCC2)N(C(=O)Cc2c[nH]c3ccccc23)c2ccccc2C)o1 (configuration not stated),-22,4,15,99,-0.4,-1,0,0,2.2,2
CCOc1cc2[nH]c(=S)n(CCCOC)c(=O)c2cc1OCC,-3,-11,1,98,0.1,2,0,1,-1.6,0
CCCCNC(=O)c1nc(C2CCN(S(=O)(=O)c3ccc(C(F)(F)F)cc3)CC2)oc1-c1ccccc1,nt,-16,nt,nt,0.0,nt,9,nt,nt,5
C[C@@H]1CN([C@@H](C)CO)C(=O)CCCn2cc(nn2)CO[C@H]1CN(C)S(=O)(=O)c1ccccc1F,11,-6,7,100,0.2,3,-1,-2,-0.7,-1
CC(=O)c1cccc(N2C(=O)CC(N3CCN(S(=O)(=O)c4ccccc4F)CC3)C2=O)c1 (configuration not stated),2,-3,5,105,-0.1,2,1,2,-0.5,-6
CCN1CCN(S(=O)(=O)c2cc(OC)c(Cl)cc2OC)CC1,-4,-1,12,98,0.2,3,2,-3,-0.6,-4
CCOc1ccc(CC(=O)Nc2cccc(-c3ccc4nnc(C)n4n3)c2)cc1,1,-18,14,94,0.0,15,-8,2,-1.0,1
CCOC(=O)C1CCCN(CC(=O)Nc2c(C(=O)OC)[nH]c3ccc(Cl)cc23)C1 (configuration not stated),-8,-1,4,103,0.0,-2,-9,61*,0.6,-5
CCC(=O)N1c2ccccc2NC2=C(C(=O)CCC2)C1c1ccccc1 (configuration not stated),10,5,6,93,0.0,-1,-3,nt,-0.7,-2
CC1=Nc2cc(C(=O)N3CCCC3)ccc2Sc2c(C)ccc(C)c21,-2,6,4,100,0.4,-11,-5,-1,2.4,6
COc1ccc(N2CCN(C(c3cccs3)C(C)NC(=O)C(=O)N3CCOCC3)CC2)cc1 (configuration not stated),-11,4,12,99,-0.2,2,-2,-1,-1.2,-3
C[C@H](NC(=O)c1ccco1)C(=O)OCC(=O)N1CC(=O)Nc2ccccc21,2,-5,-6,99,-0.3,7,-1,13,-1.5,-1
O=C(CNS(=O)(=O)c1ccc(Br)s1)NCCc1ccc(Cl)cc1,-7,7,-4,98,0.0,0,-6,-1,0.5,-8
COc1ccc(NS(=O)(=O)c2cc(NC(=O)c3cnc(C)cn3)ccc2N2CCCC2)cc1,8,-3,18,109,-0.1,0,-2,1,-2.6,3
COc1ccc(C(=O)OCC(=O)Nc2ccc(F)cc2F)cc1OC,1,2,3,101,-0.1,2,6,20,-2.0,-2
O=C(Cc1csc(Nc2nc(=S)[nH]c3ccccc23)n1)NCc1cccc(Cl)c1,-8,-6,4,101,0.0,22,0,nt,-1.0,-8
COC(=O)c1[nH]c2cc(OC)ccc2c1N,-10,-5,-2,109,-0.2,-1,3,11,-2.2,-1
CN(C)S(=O)(=O)N1CCN(c2ccccc2Cl)CC1,8,5,5,95,-0.1,1,2,-2,-0.4,5
COc1ccc(CC(=O)NCC(=O)Nc2ccccc2Br)cc1,6,-6,-3,96,0.0,2,-7,-3,-0.8,4
COc1cccc(CC2(CO)CCN(Cc3cnc(-c4cccc(C)c4)nc3)CC2)c1,-1,-7,6,92,1.0,-3,10,-13,-0.7,9
COc1ccc(Cl)cc1NC(=O)CN(C(=O)c1ccco1)C1CCCCC1,10,9,8,92,0.1,0,-3,-1,-1.9,-1
S=c1[nH]nc(-c2ccccc2Cl)n1Cc1ccccc1,0,-5,15,100,0.1,1,1,-7,-1.3,-4

A few values from the list.
TLR9-MyD88 inh with C[C@H](NC(=O)c1ccco1)C(=O)OCC(=O)N1CC(=O)Nc2ccccc21 reads 2
Exocytosis inh with COc1cccc(CC2(CO)CCN(Cc3cnc(-c4cccc(C)c4)nc3)CC2)c1 reads 10

The results go on:
Compound,TLR9-MyD88 inh,NOD2-RIPK2 inh,MC4R antagonist,ABCB6 inh 2,aDG glyco up,N-glyco inh,Exocytosis inh,Vif imaging,MC4R ag barr,ABHD5-PLIN5 inh
CCN(CC(=O)Nc1cccc(S(=O)(=O)N2CCCCC2)c1)Cc1ccccc1,-4,2,4,97,0.1,-5,6,-12,0.5,-3
COc1ccccc1C/C(N)=N/OC(=O)c1ccc2c(c1)OCO2,-4,-1,-2,103,-0.2,3,1,6,-3.2,6
COc1cc(SC)ccc1C(=O)Nc1ccon1,-7,5,1,96,-0.4,4,-2,-4,-1.3,-6
NS(=O)(=O)c1ccc(NC(=O)NC2CC(=O)N(c3ccc4c(c3)OCCO4)C2)cc1 (configuration not stated),8,-7,4,100,-0.2,2,-1,-1,-1.6,3
CC1=CC(C)(C)N(C(=O)CCl)c2cc(C)ccc21,1,1,0,100,-0.4,2,0,0,-2.2,-3
CN(Cc1ccccc1)C(=O)CCS(=O)(=O)c1cc2c(cc1Cl)NC(=O)CO2,2,3,-1,95,-0.2,0,0,12,0.1,2
COc1cc(CNC2CCCC2)cc(Cl)c1OCc1ccccc1F,6,12,4,100,2.0,-4,5,-6,2.1,4
CC(=O)CC1(OC(C)=O)C(=O)N(C)c2ccccc21 (configuration not stated),-6,0,9,97,0.2,4,5,-4,0.7,-3
O=C(CN1CCCCC1)N/N=C/c1ccccc1OCc1ccccc1,3,-4,-4,97,-0.1,-1,-4,-3,-1.6,6
COc1ccc(NC(=S)N(CCCN2CCOCC2)C(C)c2cc3ccccc3o2)cc1 (configuration not stated),-14,5,18,99,-0.2,0,-1,14,-0.8,5
COc1cc(C(=O)Oc2ccc(/C=N/NC(=O)c3ccncc3)cc2)cc(OC)c1OC,-16,1,10,98,0.2,nt,9,nt,-1.0,-2
CN(Cc1ccc(C#CCCO)cc1)CC1CCCN(CCc2ccc(Cl)cc2)C1 (configuration not stated),-11,-4,18,101,1.5,2,70*,23,6.1,6
CCOC(=O)N1CCN(C(=O)c2ccc3c(=O)n(Cc4ccc(OC)cc4)c(=S)[nH]c3c2)CC1,0,-11,5,89,0.1,4,1,-1,-2.0,-8
C=CCNc1nc(Nc2ccc(OC)cc2)nc(OC)n1,6,-1,2,95,0.1,2,-1,5,0.8,1
COc1cc(C2C(C(=O)c3ccco3)=C(O)C(=O)N2CCc2ccccc2)ccc1O (configuration not stated),-7,-13,13,109,0.2,1,0,nt,0.4,-3
CC1=C(C(=O)NCc2ccccc2)C(c2cc(Br)cc(Br)c2OC(C)C)NC(=O)N1 (configuration not stated),-2,-4,8,96,-0.4,-1,9,-7,-0.9,3
O=C(Nc1ccccc1NC(=O)c1ccco1)c1ccccc1,3,-8,4,93,-0.1,-1,-9,-13,0.3,-3
CCc1nc2c(OCc3ccccc3)cccn2c1N(C)C(=O)c1ccco1,nt,0,-4,96,-0.1,-1,-2,-3,-0.6,-5
O=C(NC(=S)Nc1nc2c(ccc3ccccc32)s1)c1cccs1,-3,-7,17,100,-0.1,1,-4,0,-0.8,-4
O=C(CCN1CCN(c2ccccc2)CC1)NNC(=O)c1ccccc1,-3,1,5,99,-0.4,2,-6,1,-0.5,-4
CC(C)(C)CC(=O)Nc1cc2c3c(c1)CCC(=O)N3CCC2,-3,-3,19,105,-0.2,1,-5,-13,-3.8,-3
CCCCn1nnnc1SCC(=O)N(CC)CC,-4,-5,9,102,-0.2,-1,-1,8,-0.8,2
O=C(CNS(=O)(=O)c1ccc([N+](=O)[O-])cc1)N/N=C\c1ccc(O)cc1,-11,-5,-8,97,0.0,0,23,-1,-1.4,-2
CN(CC(=O)Nc1ccc(OC(F)F)cc1)S(=O)(=O)/C=C/c1ccccc1,2,-5,1,100,0.2,2,-3,-4,3.8,-6
O=C(O)COc1ccc(C(=O)c2ccccc2)cc1,1,-5,9,96,-0.1,1,-6,11,-1.5,-3
CC(=O)[C@@]1(O)CC[C@H]2[C@@H]3CCC4=CC(=O)CC[C@]4(C)[C@H]3[C@@H](O)C[C@@]21C,9,4,5,100,0.0,-1,-2,5,-1.1,5
Cc1cc(C)cc(NC(=O)Nc2cc(-c3ccccc3)nn2C)c1,-6,3,3,95,0.1,0,12,3,1.4,-2
Nc1cc(S(=O)(=O)Nc2ccccc2Cl)ccc1N1CCCC1,3,-6,-2,95,0.5,-2,-4,-23,-0.2,-2
COC(=O)CCCC1=CC2=CC(=O)C(C)(OC(=O)c3cccs3)C(=O)C2=CN1C1CCCCC1 (configuration not stated),3,-10,2,101,0.3,5,-7,-3,-0.6,-13
COc1ccccc1N1CCN(C(=O)c2ccc(Br)s2)CC1,-5,-8,2,101,-0.1,0,3,3,-1.7,-5
CCCOC(=O)c1ccc(NC(=O)C2CCCO2)cc1 (configuration not stated),12,-7,1,106,0.2,-1,4,1,-1.6,0
CSc1ccc(Cl)c(C(=O)NC2CCCC2)c1,-7,-13,7,88,0.0,-1,-2,-1,-1.1,-3
COc1ccccc1N1CCN(C(=O)CN(C2CCCCC2)S(C)(=O)=O)CC1,5,-5,17,87,-0.1,3,15,7,1.5,0
O=C(/C=C/c1ccccc1)Nc1cccc(S(=O)(=O)Nc2ccccc2F)c1,4,-5,7,98,0.1,0,5,-6,-1.2,-4
CCNC(=O)COC(=O)CCC(=O)c1ccc(F)cc1,-11,-8,6,98,0.0,1,6,-5,0.2,-1
CCN(CC)S(=O)(=O)c1ccc(C)c(NC(=O)COC(=O)CNC(=O)c2ccc(C(C)(C)C)cc2)c1,3,1,2,99,-0.2,1,-4,-3,-1.0,-9
O=c1cc(CSc2nc3ccccc3c(=O)[nH]2)c2ccc(O)cc2o1,-24,-23,-3,99,1.7,-2,-1,3,-1.1,-6
N#C/C(=C(/O)CN1CCOCC1)c1nc(-c2ccccc2)cs1,-7,3,12,124,0.0,-1,-6,-4,0.4,-8
CC(=O)Nc1cccc(NC(=O)CSc2nc(=O)n(Cc3ccccn3)c3c2CCC3)c1,-8,-3,8,99,-0.2,-1,-4,-6,-1.6,1
COc1ccc(N2CCN(CC(O)COC(C)(C)C)CC2)cc1 (configuration not stated),-4,-3,19,99,0.3,2,0,2,-0.3,7
CC(OC(=O)c1snc(C(=O)NC2CCCCC2)c1N)C(=O)NC1CCCCC1 (configuration not stated),6,-5,1,88,0.2,-3,-1,-2,3.6,4
